S3 lipid droplet – qHTS Assay for Lipid Storage Modulators in Drosophila S3 Cells. Potency in µM for hits, for the others lipid storage change, negative = inhibition, % at the top dose, mostly 46.1 µM. AID 2685. Drosophila S3 cells, BODIPY lipid droplet fluorescence, 18-24 h; cells fed with added oleic acid. actives 0.64% (n = 320,000); active means well fitted inhibition curve with a large enough effect in the signal ratio, with a control signal flat, not every such curve was filed as active; inconclusive means small, poorly fitted or top-dose-only effect, or effect the other way, or a change in a side signal; the % refers to the signal ratio
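Drosophila S3 cells got compounds at several concentrations plus oleic acid (400 uM solution). Laser-scanning cytometry with 488 nm excitation read lipid droplets at 500-530 nm and cells at 575-640 nm. Percent activity was relative to 20 uM Triacsin C.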
S3 lipid droplet cell count max – further read-out of S3 lipid droplet, marked with its call; cell number change, %; measured here: cell count max response;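 cells counted by Cell Tracker Red CMTPX staining in the red channel; peak over a dose series mostly up to 46.1 µM; percent activity relative to internal control wells on each plate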
Numbers without * were called inactive; i = inactive; ? = inconclusive; . = not tested or not shown. On the % scale 0 is the no-effect control and ±100 the full control effect; potency means the concentration at half of the fitted maximal effect.

Values run as follows: S3 lipid droplet | S3 lipid droplet cell count max
CN(CC(=O)Nc1cccc(F)c1)C(=O)c1ccccc1OCC(=O)Nc1cccc(C(F)(F)F)c1
→ ? | .
COC(=O)[C@H](Cc1ccccc1)NC(=O)N1CC(C)OC(C)C1 (stereo not given in full)
→ ? | .
O=C(O)/C=C\C(=O)NNC(=O)c1cc(-c2ccccc2)n[nH]1
→ 4% | -1
Cc1cc2ccccc2c(=O)n1CC(=O)Nc1ccc2c(c1)OCO2
→ 9% | 2
Cn1c(Cl)c(C(=O)Nc2ccccc2)c2ccccc21
→ 2% | -4
COc1ccccc1C(=O)N1CCN(c2cccc(C(F)(F)F)c2)CC1
→ 27% | -12
Cc1cc(C)n(/N=C/c2ccc(O)cc2)c(=O)c1C#N
→ 26% | 5
COc1ccc(NC(=O)c2ccccc2NC(=O)c2ccccc2C(=O)O)c(OC)c1
→ 9% | 10
COc1ccc(OCCN2C(=O)c3ccccc3C2=O)c([N+](=O)[O-])c1
→ ? | .
O=C(O)COCC(=O)Nc1ccc2c(c1)ncn2CCc1ccccc1
→ 0% | 2
CC(OCCN1CCCC1)(c1ccc(F)cc1)c1ccc(F)cc1
→ -1% | -16
Cc1ccccc1OCC(=O)N1CCCc2ccccc21
→ ? | .
Cc1ccc(NC(=S)NNc2ccc([N+](=O)[O-])cc2S(=O)(=O)Nc2ccccc2C(=O)O)cc1C
→ 11% | .
O=C(NCC1(c2ccccc2)CCCC1)C(=O)NCC1(c2ccccc2)CCCC1
→ 0% | 2
COc1ccc(C(=O)Nc2ccc(C(=O)Nc3nccs3)cc2)cc1[N+](=O)[O-]
→ 0% | -4
COc1ccc(CNC(=O)C2CC(=O)N(c3ccc(OCC(=O)N4CCCCC4)cc3)C2)cc1 (stereo not given)
→ ? | .
Cc1ccc(CN(C(=O)c2csnn2)C(C(=O)NC2CCCC2)c2ccccn2)cc1 (stereo not given)
→ ? | .
Cc1cnc(C(=O)Nc2ccc(C)c(S(=O)(=O)N3CCCCCC3)c2)cn1
→ ? | .
CC(Cc1ccccc1)NC(=O)/C=C/c1ccc([N+](=O)[O-])cc1 (stereo not given)
→ 21% | .
COc1ccccc1N/N=C/c1c(CO)cnc(C)c1O
→ ? | .
CC(C)(C)C(=O)CC(=O)Nc1ccc(Cl)c(N)c1
→ ? | .
COC(=O)c1ccc(C(=O)N(CCN(C)C)c2nc3c(Cl)cccc3s2)cc1
→ 0% | 5
CCc1ccc(OCCCC(=O)O)c(Br)c1
→ 18% | -2
Cc1c(N2CCCC2)cc2c(c1N)C(C)(C)CC2(C)C
→ ? | .
CCN(CC)Cc1cc(C(=O)O)c(-c2ccccc2)o1
→ ? | .
Cc1cc(N=Cc2c(O)n(-c3ccc(C)c(C)c3)c(=O)c3ccccc23)no1
→ ? | .
CC(C)(C)S(=O)c1cccs1 (stereo not given)
→ ? | .
CCOc1ccc(N2C(=O)CSC23CCCCC3)cc1
→ 7% | -9
O=C(CN1C(=O)C2CC=CCC2C1=O)Nc1ccccc1N1CCCC1 (stereo not given)
→ ? | .
CCN1CNC(=S)N(c2ccccc2OC)C1
→ 1% | 6
CC1(C)CC(=O)c2cnc(N3CCN(c4ccccc4)CC3)nc2C1
→ ? | .
Cc1ccc(CNC(=O)Nc2ccc3c(c2)N(C)C(=O)CS3)cc1
→ 0% | -1
O=c1oc(CCO)cc2ccc(-c3ccc4[nH]ccc4c3)cc12
→ 3% | 6
COC(=O)c1cc(S(=O)(=O)N2CCN(c3ccccc3F)CC2)c[nH]1
→ i | 11
N#CC1=C(N)N(c2ccc(Oc3ccccc3)cc2)C(=O)C1
→ ? | .
O=C(N/C(=C/c1ccc(Cl)cc1)C(=O)N1CCCC1)c1ccccc1
→ 23% | 6
N#CCSc1ccccc1NC(=O)COC(=O)CCN1C(=O)C2CC=CCC2C1=O (stereo not given)
→ 7% | 9
CCCC1=Nc2cc(C(=O)N3CCCC3)ccc2Sc2ccc(C)cc21
→ i | 5
Brc1cc2c(cc1/C=N/Nc1nc3ccccc3s1)OCO2
→ 28% | -3
CCN1/C(=C/c2ccc3ccc(C)cc3[n+]2CC)Sc2ccccc21
→ ? | .

Overlap with the part before: 6 compounds, then new ones.
Values run as follows: S3 lipid droplet | S3 lipid droplet cell count max
N#CC1=C(N)N(c2ccc(Oc3ccccc3)cc2)C(=O)C1
→ ? | .
O=C(N/C(=C/c1ccc(Cl)cc1)C(=O)N1CCCC1)c1ccccc1
→ 23% | 6
N#CCSc1ccccc1NC(=O)COC(=O)CCN1C(=O)C2CC=CCC2C1=O (stereo not given)
→ 7% | 9
CCCC1=Nc2cc(C(=O)N3CCCC3)ccc2Sc2ccc(C)cc21
→ i | 5
Brc1cc2c(cc1/C=N/Nc1nc3ccccc3s1)OCO2
→ 28% | -3
CCN1/C(=C/c2ccc3ccc(C)cc3[n+]2CC)Sc2ccccc21
→ ? | .
O=C1COc2ccc(S(=O)(=O)N3CCCCC3)cc2N1
→ ? | .
COc1cccc(C(CNC(=O)C2CCN(C(=O)Nc3ccccc3)CC2)N(C)C)c1 (stereo not given)
→ ? | .
CCSCc1nnc(SCC(=O)Nc2cccc(SC)c2)n1C
→ ? | .
Cc1ccc(CNC(=O)Cn2cncn2)cc1
→ 23% | -8
COc1cc(/C=C2\C(C)=C(C#N)c3nc(N)c(C#N)c(C)c32)ccc1OCC(=O)O
→ 9% | 5
CCOc1ccc(C(=O)Cn2cnnc2C#N)cc1
→ ? | .
Cc1c(/C(O)=C2/C(=O)C(=O)N(CCN3CCOCC3)C2c2ccccn2)cnn1-c1ccccc1 (stereo not given)
→ ? | .
S=c1[nH]nc(CSc2nc3ccccc3s2)n1Cc1ccccc1
→ ? | .
Cc1ccc(CNC(=O)Cn2cnc(S(=O)(=O)N3CCCCC3)c2)o1
→ i | -18
Nc1c(C(=O)Nc2ccc3c(c2)OCCO3)nnn1Cc1ccc(F)cc1
→ ? | .
COc1ccc(C(=O)Cc2nnc(C)s2)c(OC)c1
→ 3% | 17
Nc1nccc(/C=C/c2c(F)cccc2Cl)n1
→ ? | .
Cc1cc(NC(=O)CN2C(=O)NC3(CCC(C)CC3)C2=O)no1 (stereo not given)
→ 2% | 6
COC(=O)c1cnn(-c2ccccc2)c1C(OC)OC
→ 1% | 10
O=C(CCC(=O)N1CCSc2ccccc21)NC1CCCCC1
→ ? | .
COc1ccc(C(=O)Cc2ccc(OC)c(OC)c2)cc1
→ ? | .
Nn1c(SCc2nc3ccccc3[nH]2)nnc1-c1cccnc1
→ 17% | -11
CCN(CC)CCN1C(=O)C(=O)/C(=C(/O)c2c(C)[nH]c(C(=O)OC)c2C)C1c1ccco1 (stereo not given)
→ 11% | 7
COc1ccc2nc3oc(C(=O)NCCCOC(C)C)cc3cc2c1
→ -13% | -4
COc1ccc(Br)cc1CN1CCCCCC1
→ ? | .
COc1ccc(CNC2CCSc3ccccc32)cc1OC (stereo not given)
→ ? | .
CCc1nn(CCCC(=O)N2CCN(c3cccc(C)c3C)CC2)c(=O)c2cc3occc3n12
→ i | .
Cc1ccc(NC2Nc3cc(C)nn3S2)c(C)c1 (stereo not given)
→ ? | .
O=C(c1ccccc1F)N(Cc1nc2ccccc2c(=O)[nH]1)C1CCCC1
→ -2% | -1
CC(=O)N1CCN(c2ccc(N)cc2)CC1
→ ? | .
Cc1ccc(S(=O)(=O)c2nc(S(C)(=O)=O)sc2N2CCCC2)cc1
→ ? | .
COc1cc2[nH]c(=O)n(CCC(=O)N3CCN(c4cccc(C)c4C)CC3)c(=O)c2cc1OC
→ ? | .
Cc1cccc(C)c1NC(=O)COC(=O)CSc1nnc(N)s1
→ 21% | 13
CC(C)C(=O)N1CCC(CN=Cc2c(O)n(C3CCCCC3)c(=O)n(C3CCCCC3)c2=O)CC1
→ ? | .
COc1ccc(OC)c(NC(=O)c2cc(OC(C)=O)cc(C(=O)Nc3cc(OC)ccc3OC)c2)c1
→ -19% | -23
CCOCCCNC(=S)N(Cc1ccccc1)Cc1nc2ccccc2c(=O)[nH]1
→ 0.92µM* | 5.6*
CCOc1ccc(OCC)c(NC(=O)CSc2nnnn2CC)c1
→ -3% | -13
CCC(c1nnc(SCC(=O)NCCc2ccc(Cl)cc2Cl)o1)N(C)C (stereo not given)
→ ? | .
Cc1ccccc1N1C(=O)C2ON(c3ccccc3)C(c3cccnc3)C2C1=O (stereo not given)
→ 7% | .
CC(c1ccco1)N(C(=O)c1cc(Cl)cc(Cl)c1)c1ccccn1 (stereo not given)
→ i | 3
CCOC(=O)CC(=O)Nc1nnc(C(C)C)s1
→ 7% | 8
Cc1ccc(C(=O)COC(=O)C2CC(=O)N(c3nc(-c4ccccc4)cs3)C2)cc1C (stereo not given)
→ ? | .
COc1ccc(NC(=O)c2cccc(-n3c(C)ccc3C)c2)c(OC)c1
→ ? | .
O=C(COC(=O)Cc1ccc(Br)cc1)NC1CCCCCC1
→ -21% | -17
Cn1c(CNS(=O)(=O)c2ccc(Br)cc2)n[nH]c1=S
→ -3% | 7
CC(C)c1cccc(C(C)C)c1NC(=O)COC(=O)c1ccc2c(c1)S(=O)(=O)c1ccccc1C2=O
→ ? | .
CCN(CC)CCC(c1ccc(N(C)C)cc1)c1c(OC)cc(OC)c2ccc(=O)oc12 (stereo not given)
→ 8% | 24
COc1ccc(NC(=O)CN(C)C(=O)CSc2nc3ccccc3s2)cc1
→ ? | .
CC1CCN(Cc2nnnn2-c2cccc([N+](=O)[O-])c2)CC1
→ ? | .
CC(C)OC(=O)NCN1C(=O)C2C3C=CC(C3)C2C1=O (stereo not given)
→ 11% | 7
CCOc1c2ccc(C(=O)NCc3ccc(C)cc3)cc2nn1CC
→ -11% | 4
CCOc1cc(/C=C/c2nc3cc(C)c(C)cc3s2)ccc1OCC(=O)N1CCOCC1
→ ? | .
O=C(/C=C\c1ccc2c(c1)OCO2)NC1(C(=O)Nc2ccc3c(c2)OCO3)CCCCC1
→ ? | .
CCCC[C@@H]1CNC(=S)N1CCc1cccc2ccccc12
→ ? | .
O=C(NCCCN1CCOCC1)C1CCN(S(=O)(=O)c2cccc(Cl)c2Cl)CC1
→ ? | .
COc1ccc(S(=O)(=O)N(C)CC(=O)Nc2c(F)cccc2F)cc1
→ ? | .
O=C(COc1ccc(Cl)c(Cl)c1)NC1CCS(=O)(=O)C1 (stereo not given)
→ ? | .
Cc1nc2ncccn2c1-c1csc(Nc2ccc(O)cc2)n1
→ -6% | -19
O=C(COC(=O)c1cccc(OC(F)F)c1)NC1CCCC1
→ -13% | -19
CC(=O)c1ccc(OCCCCCCCOc2ccc(C(C)=O)cc2)cc1
→ ? | .
O=C1C(C=NCCN2CCOCC2)=C(O)c2ccccc21
→ 6% | 8
COc1ccc(C2C3=C(CC(C)(C)CC3=O)Oc3ncn(CC(C)C)c(=N)c32)cc1 (stereo not given)
→ 1% | 9
COC(=O)Cc1cc(=O)[nH]c(/N=C(\N)Nc2ccc(C(C)C)cc2)n1
→ ? | .
Cc1cc(NC(=O)COC(=O)c2nccnc2N)n(-c2ccccc2)n1
→ ? | .
Nc1c(-c2ccc(Cl)cc2)cnc2c(-c3ccccc3)cnn12
→ -6% | -1

The listing continues.
Values run as follows: S3 lipid droplet | S3 lipid droplet cell count max
Cc1csc(=O)n1CCC(=O)O
→ ? | .
CC(C)Oc1cccc(C(=O)C2CCCN(C(=O)CCn3cnnn3)C2)c1 (stereo not given)
→ ? | .
NC(N)=N/N=C/c1cccc([N+](=O)[O-])c1O
→ 3% | -2
Cc1nnc(NC(=O)c2c(F)c(F)c(F)c(F)c2F)s1
→ ? | .
C=CCn1c(-c2cccnc2Cl)nc2cc(Cl)c(Cl)cc21
→ i | 5
COc1ccc([N+](=O)[O-])cc1NC(=O)Nc1ccccc1
→ ? | .
NC(=O)c1ccccc1N=Cc1ccccn1
→ ? | .
CCOC(=O)CC(N)c1ccc2c(c1)OCO2 (stereo not given)
→ ? | .
O=C1CC(NS(=O)(=O)c2ccccc2)CN1c1ccc2c(c1)OCCO2 (stereo not given)
→ ? | .
O=C(NCc1ccccc1F)C1CCCN1C(=O)Nc1ccccc1 (stereo not given)
→ ? | .
COc1cccc(CN2CCN(CC#Cc3ccccc3)CC2CCO)c1 (stereo not given)
→ ? | .
N#Cc1ccccc1N=C1CCCN1Cc1ccccc1
→ ? | .
CC1CCN(c2nc(N(C)c3ccccc3)nc(N)c2[N+](=O)[O-])CC1
→ 11% | .
Cn1c(CN2CCN(C(=O)c3ccc(F)cc3)CC2)nc2cc([N+](=O)[O-])ccc21
→ 1% | -8
CCOc1ccccc1NC(=O)C(=O)NCC1CCCN1CC (stereo not given)
→ ? | .
CCn1c(SCC(=O)NCCc2ccc(Cl)cc2)nnc1-c1cccs1
→ i | .
O=C(OCC(=O)N1CCc2ccccc21)C1=COCCO1
→ ? | .
O=C(CN1C(=O)C2CCCCC2C1=O)Nc1nccs1 (stereo not given)
→ 6% | -2

Reprinted at random: 3 records from the list
Values run as follows: S3 lipid droplet | S3 lipid droplet cell count max
O=C(CN1C(=O)C2CCCCC2C1=O)Nc1nccs1 (stereo not given)
→ 6% | -2
NC(N)=N/N=C/c1cccc([N+](=O)[O-])c1O
→ 3% | -2
CCOC(=O)CC(N)c1ccc2c(c1)OCO2 (stereo not given)
→ ? | .

High-throughput results deposited in PubChem BioAssay by National Center for Advancing Translational Sciences (NCATS).

Only part of the results is shown (hit frequency here may not be typical).
